# Tau FP inhib – tau fibrillization inhibition (FP) | P10636 | K18 P301L tau heparin fibrillization, Alexa594 FP, 6 h | Potency, µM (top dose mostly 57.7 µM), without a hit: top-dose activity, negative = inhibition, most hits filed as inhibitors | 280,000 tested, 0.39% active | AID 1468; also: % is scaled to controls: 0 for no effect and ±100 for the full control effect; nearly all actives have a fitted effect of over 55% in size
# Target sequence (P10636 561-689 P618L limits assumed): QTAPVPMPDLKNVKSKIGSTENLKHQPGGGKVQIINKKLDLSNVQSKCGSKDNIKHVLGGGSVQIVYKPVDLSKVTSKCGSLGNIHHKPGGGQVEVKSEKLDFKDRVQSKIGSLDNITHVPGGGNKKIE
#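 Human tau K18 […] P301L fragment, 15 uM unlabeled plus 0.24 uM Alexa 594-labeled tau (final), with compound and 20 uM heparin in 100 mM sodium acetate pH 7; 6 hr at 37 C, then Alexa 594 FP read.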
# Tau fibril ThT – blocks human tau fibril formation measured by thioflavin T; P10636; recombinant tau K18 P301L, heparin-induced fibrillization, ThT fluorescence; Potency, µM (doses to about 57.4 µM), for inactives: top-dose activity, negative = inhibition, most hits filed as inhibitors; 270,000 tested, 2.1% active; also: % is scaled to controls: 0 for no effect and ±100 for the full control effect; nearly all actives have a fitted effect of over 55% in size
#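 Aggregation was driven by heparin (20 uM final) acting on recombinant tau […] bearing P301L in 100 mM sodium acetate pH 7; fibrils were detected with Thioflavin T.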
# TRb SRC2 PPI – disrupts binding of human TR beta to SRC2. P10828. 280,000 tested, 0.065% active. Potency, µM (top dose mostly 106 µM), for the others: at the highest dose activity change, negative = inhibition, usual class: inhibitors. TRbeta-SRC2 peptide binding, fluorescence polarization; receptor liganded with 1 µM T3;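 also: plate controls were bound peptide for no effect and peptide without receptor for full effect; nearly all actives have a fitted effect of over 50% in size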
#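 Quantitative HTS by FP: 0.6 uM TRb LBD, 20 nM labeled SRC2 20-mer, 1 uM T3, 5% DMSO; 5 hr ambient incubation; % activity per concentration and potencies from concentration series.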
# TR SRC2 fluor cs – counter-screen for TRb-SRC2 inhibitors: fluorescence interference; TRb/SRC2 Texas Red total fluorescence interference; Potency, µM (top dose mostly 106 µM), without a hit: at the top dose fluorescence change, negative = quenching; 280,000 tested, 0.29% active; active = well fitted curve in either direction with a large enough effect; inconclusive = small, poorly fitted or top-dose-only effect; also: % is scaled to controls: 0 for no effect and ±100 for the full control effect
#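 Flags fluorescent or light-absorbing compounds by total fluorescence, S + 2P, at 555 nm excitation and 632 nm emission. Mixture: 20 nM Texas Red SRC2 peptide, 0.6 uM human TRb LBD, 1 uM T3, 5% DMSO; compound exposure 5 h at ambient temperature.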
# RECQ1 inh – blocks DNA unwinding by human RECQ1; P46063; RECQ1 DNA unwinding, red fluorescence kinetic read; Potency, µM (titrated, usually from 57.3 µM), without a hit: at the top dose activity, negative = inhibition, usual class: inhibitors; 240,000 tested, 0.54% active; AID 2549;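 also: plate controls were vehicle for no effect and no enzyme for full effect; nearly all actives have a fitted effect of over 30% in size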
#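 50 nM RECQ1T1 preincubated 15 min with compound in Tris pH 8.0 buffer with MgCl2, DTT, Tween-20 and 2.5 ug/ml poly(dI-dC); started with 200 nM TAMRA/BHQ-2 forked duplex and 2 mM ATP. Unwinding read as fluorescence (525/598 nm), two reads 2 h apart.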
# HTT cytoprotect – Huntington cell model cytoprotection by ATP luminescence; PC12 HTT-Q103 induced, cytoprotection, ATP luminescence, 40 h; Potency, µM (top dose mostly 56.4 µM), inactives show cytoprotection (ATP increase), usual class: activators; 230,000 tested, 0.14% active; AID 1471;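 also: % of control where 0% means no effect; nearly all actives have a fitted effect of over 45% in size; toxic huntingtin expression switched on by the ecdysone agonist tebufenozide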
#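 Compounds added alongside 100 nM tebufenozide, which induces toxic Q103 huntingtin exon 1-GFP in stable PC12 cells; surviving cells quantified by luminescent ATP measurement. Medium: phenol red-free DMEM, 5% equine and 5% calf serum.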
# L3MBTL1 inh – inhibitors of human L3MBTL1; AlphaScreen L3MBTL1–H3K9me1 peptide binding; Potency, µM (series often up to 57.1 µM), for inactives: at the highest dose activity, negative = inhibition, usual class: inhibitors; 230,000 tested, 0.66% active; AID 485360; also: % is scaled to controls: 0 for no effect and ±100 for the full control effect; nearly all actives have a fitted effect of over 60% in size
# Target sequence (Q9Y468 whole entry, looked up): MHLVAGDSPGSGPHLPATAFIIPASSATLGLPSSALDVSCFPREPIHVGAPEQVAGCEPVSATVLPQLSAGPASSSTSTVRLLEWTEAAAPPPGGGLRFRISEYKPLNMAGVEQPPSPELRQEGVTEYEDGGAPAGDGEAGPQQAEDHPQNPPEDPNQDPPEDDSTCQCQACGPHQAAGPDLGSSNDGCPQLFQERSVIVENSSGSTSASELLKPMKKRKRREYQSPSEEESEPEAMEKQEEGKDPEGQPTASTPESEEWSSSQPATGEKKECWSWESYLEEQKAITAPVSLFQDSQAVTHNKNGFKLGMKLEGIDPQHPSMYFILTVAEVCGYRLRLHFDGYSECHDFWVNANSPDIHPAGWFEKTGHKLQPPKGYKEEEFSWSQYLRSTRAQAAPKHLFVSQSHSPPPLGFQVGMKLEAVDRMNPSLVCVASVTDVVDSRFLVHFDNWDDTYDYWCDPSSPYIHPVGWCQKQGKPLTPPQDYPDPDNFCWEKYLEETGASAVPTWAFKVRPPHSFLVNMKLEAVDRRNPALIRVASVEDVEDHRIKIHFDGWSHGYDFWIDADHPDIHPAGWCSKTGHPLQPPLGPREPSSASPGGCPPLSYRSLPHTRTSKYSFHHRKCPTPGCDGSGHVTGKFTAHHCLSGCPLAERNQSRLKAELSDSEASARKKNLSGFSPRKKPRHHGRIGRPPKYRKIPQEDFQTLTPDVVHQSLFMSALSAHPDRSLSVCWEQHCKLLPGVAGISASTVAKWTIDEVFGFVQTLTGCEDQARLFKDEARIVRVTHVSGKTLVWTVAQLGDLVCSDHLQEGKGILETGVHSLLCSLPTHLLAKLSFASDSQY
#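 First, the protein-peptide complex forms for 30 min at room temperature (L3MBTL1 50 nM, biotinylated H3K9me1 peptide 75 nM). Next, compounds are pin-transferred and incubated 30 min. Finally, AlphaScreen beads are added and read after 30 min.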
# Tau fluor counter – counter-screen for tau fibril formation inhibitors. tau K18 P301L Alexa594 fluorescence, heparin fibrillization. Potency, µM (doses to about 57.7 µM), without a hit: top-dose activity change, negative = decrease. 280,000 tested, 0.93% active. AID 1463; also: % is scaled to controls: 0 for no effect and ±100 for the full control effect; nearly all actives have a fitted effect of over 55% in size
#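 Human tau K18 P301L (15 uM unlabeled, 0.24 uM Alexa 594-labeled) in 100 mM sodium acetate pH 7 with 20 uM heparin, 6 hr at 37 C. ThT 30 uM added, 1 hr ambient; Alexa 594 FP and total fluorescence read at 555/632 nm.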
# Numbers without * were called inactive; i = inactive; ? = inconclusive; nt = no result given; [ ] = remark or other dose. Unless noted, calls follow the shape of the dose curve; as a rule, active = well fitted curve in the direction sought with a large enough effect; inconclusive = small, poorly fitted or top-dose-only effect, or another doubt; inactive = no such curve, though single readings can be large; an effect the other way counts as inactive or inconclusive. Potency is read from the fitted curve at half-maximal effect. The list is partial. The share of hits here may be higher or lower than overall.
canonical_smiles | L3MBTL1 inh | TR SRC2 fluor cs | HTT cytoprotect | TRb SRC2 PPI | Tau fibril ThT | RECQ1 inh | Tau FP inhib | Tau fluor counter
COCCN(C(C)=O)c1nnc(-c2cnccn2)s1 | -7.6% | -1.2% | -14.7%[10 µM] | -2.3% | 2.1% | 5.0% | 1.8% | 9.4%
O=C(CSc1nc(-c2ccccc2)cc(=O)[nH]1)NCc1ccc2c(c1)OCO2 | -1.9% | -2.6% | -25.0% | -12.7% | 5.0% | -4.0% | 1.3% | 0.8%
COc1ccc(-c2ccc(/C=C(\NC(=O)c3ccccc3)C(=O)N3CCOCC3)o2)cc1 | -6.0% | -2.7% | 2.3%[10 µM] | 1.0% | ? | i | -3.3% | -8.3%
COc1ccc(NC(=O)C2CC(=O)N/C(=N/N=C/c3ccccc3)S2)cc1 (configuration not stated) | -0.2% | -1.4% | 4.7%[10 µM] | 0.2% | 9.5% | -0.1% | ? | -0.8%
C/C(Cc1ccccc1)=N\NC(=O)c1cccnc1 | 12.9% | -2.2% | 8.7%[10 µM] | 2.2% | -5.3% | -8.8% | 0.2% | -0.3%
CCOc1ccc(C(=O)c2cn(CC(=O)Nc3ccc(F)cc3)c3cc4c(cc3c2=O)OCO4)cc1 | nt | 1.0% | nt | -5.6% | ? | nt | ? | ?
S=C(Nc1ccccc1)Nc1nc2ccccc2n1CCOc1ccc(Br)cc1 | 6.31µM* | 5.6% | ? | -0.8% | 12.7% | -5.0% | -1.8% | -18.4%
CCc1ccc(-c2nc(-c3cc4ccccc4oc3=O)sc2C)cc1 | nt | 1.2% | nt | 4.5% | 20.6% | nt | -12.5% | -3.9%
COc1ccc2c(c1)[nH]c1c(=O)n(/N=C/c3ccc(OC)c(COc4ccccn4)c3)cnc12 | 10.2% | -1.0% | 10.7%[10 µM] | 0.4% | -1.8% | -13.2% | 6.9% | -0.9%
Cc1nc2ccc(S(=O)(=O)NC(C(=O)Nc3nccs3)C(C)C)cc2s1 (configuration not stated) | -7.5% | 2.8% | -1.3%[10 µM] | -8.9% | -8.0% | -10.4% | -2.3% | -0.7%
CSC1=N/C(=C\c2ccc(Cl)cc2)C(=O)N1N(C)C | -16.5% | -1.3% | -3.0%[10 µM] | 1.0% | ? | 1.2% | -8.3% | -22.9%
CN(C)/C=C/C(=O)c1ccc(C(F)(F)F)cc1F | -11.7% | -8.2% | -21.7% | -1.1% | -5.9% | -0.5% | 4.2% | 0.5%
NNc1nc2c(Cl)c(Cl)ccc2s1 | -2.9% | -2.3%[53 µM] | 34.9%[10 µM] | 2.3%[53 µM] | ? | -26.9% | -13.4% | ?
O=C(CN1CCC(NC(=O)c2ccccc2)CC1)NCc1ccccc1F | 1.9% | 0.1% | -4.3%[10 µM] | -6.0% | 2.9% | -10.3% | 2.7% | 4.7%
CC(Oc1ccc(Cl)cc1)c1ccnc(N)n1 (configuration not stated) | 8.7% | -4.5% | -26.2% | -6.5% | -11.3% | 5.3% | 3.2% | -10.8%
CCN(CC)CCn1c(-c2ccc(C)cc2)nc(=S)c2c1CC(C)(C)OC2 | 3.2% | 3.1% | -7.8%[10 µM] | 4.8% | -4.9% | -4.8% | -6.2% | -1.0%
CC(=O)c1cccc(NC(=S)N2CCN(CCN3C(=O)c4cccc5cccc(c45)C3=O)CC2)c1 | nt | -4.0% | -35.4%[inhibitor] | -5.2% | 2.1% | 0.0% | 10.4% | -1.4%
CN(Cc1nc2ccccc2n1C)S(C)(=O)=O | -0.3% | 1.5% | -1.4%[0.074 µM] | -0.4% | -8.7% | -8.9% | 5.0% | -2.5%
CCc1cccc(NC(=O)C2CCC(CNS(=O)(=O)c3ccc4c(c3)CCCC(=O)N4)CC2)c1 (configuration not stated) | nt | -2.0% | nt | 3.9% | -15.8% | nt | 7.3% | -18.2%
CS(=O)(=O)N(CC(=O)NCCSc1ccccc1)c1ccc2c(c1)OCO2 | nt | -0.8% | -14.8%[0.074 µM] | -16.0% | 9.4% | -6.9% | 8.7% | 4.1%

# Two entries picked at random from those above:
canonical_smiles | L3MBTL1 inh | TR SRC2 fluor cs | HTT cytoprotect | TRb SRC2 PPI | Tau fibril ThT | RECQ1 inh | Tau FP inhib | Tau fluor counter
O=C(CSc1nc(-c2ccccc2)cc(=O)[nH]1)NCc1ccc2c(c1)OCO2 | -1.9% | -2.6% | -25.0% | -12.7% | 5.0% | -4.0% | 1.3% | 0.8%
CN(Cc1nc2ccccc2n1C)S(C)(=O)=O | -0.3% | 1.5% | -1.4%[0.074 µM] | -0.4% | -8.7% | -8.9% | 5.0% | -2.5%

# New compounds follow:
canonical_smiles | L3MBTL1 inh | TR SRC2 fluor cs | HTT cytoprotect | TRb SRC2 PPI | Tau fibril ThT | RECQ1 inh | Tau FP inhib | Tau fluor counter
CCOc1cc(/C=N/NC(=O)c2ccc(O)cc2)ccc1Oc1nc(Cl)ncc1F | nt | -2.7% | -9.5% | 7.4% | -18.1% | i | ? | ?
COc1cccc(C2NC(=O)NC(C)=C2C(=O)Nc2cc(OC)ccc2OC)c1 (configuration not stated) | -1.7% | -3.0% | 8.1% | -8.8% | -9.4% | i | 0.2% | -6.7%
O=c1c2ccccc2[nH]c(=S)n1CCC1=CCCCC1 | -3.4% | 3.1% | 16.3%[10 µM] | 2.2% | 6.2% | -5.9% | -3.1% | 4.1%
CCOc1ccc(OC(=O)c2cn(-c3cccc(OC)c3)c(=O)c3ccccc23)cc1 | nt | 7.4% | nt | 0.4% | -4.0% | nt | -2.7% | -13.5%
O=C(O)CCC[C@H](O)\C=C/C=C/C=C/[C@H](O)C/C=C\CCCCCO | nt | -1.1% | -4.3% | 3.9% | -0.7% | -5.1% | 1.1% | -1.0%
COc1ccc(C2CC(c3cccs3)=NN2C(=O)CSc2nncn2C)cc1OC (configuration not stated) | 3.4% | -1.6% | -18.2% | 2.9% | -1.2% | i | 7.3% | 2.5%
Cn1c(SCC2CCCO2)nnc1-c1ccncc1 (configuration not stated) | 3.4% | 0.5% | -34.6% | 2.2% | 0.1% | -16.6% | 6.5% | 1.0%
CN(CC1CCCO1)S(=O)(=O)c1ccc(C(=O)N2CCN(c3ccccc3)CC2)cc1 (configuration not stated) | nt | -1.6% | ? | 2.5% | -10.6% | -8.6% | -1.4% | -12.5%
CC(=O)c1c(C)nc(-c2ccc(OCC(=O)Nc3ccccc3)cc2)n1O | nt | 0.7% | -25.0% | -8.6% | -6.4% | 7.0% | -8.1% | -9.3%
Cc1ccc(NC(=O)COC(=O)C(CC(C)C)N2C(=O)C3CC=CCC3C2=O)c(C)c1 (configuration not stated) | 9.5% | -1.5% | 10.4%[10 µM] | -3.9% | -11.4% | -10.6% | 1.7% | -14.8%
CS(=O)(=O)N(CC(=O)O)c1cccc(Cl)c1 | 14.8% | -1.5% | -4.1%[10 µM] | -7.3% | -1.7% | 4.6% | 3.7% | 2.3%
CC(=O)NC(=O)NC1CSCC1OC(C)=O (configuration not stated) | nt | 2.3% | -39.1%[0.074 µM] | -3.3% | -0.4% | i | 3.4% | 2.8%
CC[n+]1ccccc1/C=C/Nc1ccccc1 | -22.7% | -0.6% | 26.1%[10 µM] | 1.9% | 5.4% | -7.0% | 2.1% | -6.7%
Cc1cccc(OCCNc2nc3c(c(=O)n(C)c(=O)n3C)n2C)c1 | 0.5% | 0.1%[53 µM] | 4.1%[4.97 µM] | -20.6%[53 µM] | -8.7% | i | 7.0% | -6.7%
CCCCSc1nnc2n(-c3cccc(C)c3)c(=O)c3c4c(sc3n12)CCCC4 | nt | -4.5% | nt | -2.0% | -17.3% | nt | -15.0% | -3.6%
Cc1cccc(N(CC(N)=O)C2SC(=O)NC2=O)c1 (configuration not stated) | -9.0% | -5.8% | -1.9%[10 µM] | -4.2% | -1.2% | -1.8% | 2.6% | -4.5%
O=C(Nc1ccc(S(=O)(=O)N2CCCC2)cc1)C1COc2ccccc2O1 (configuration not stated) | ? | -5.7% | -4.1% | 6.5% | -0.2% | -18.1% | ? | -16.2%
O=C(CCCCCNC(=S)Nc1ccc(Cl)cc1)C[N+](=O)[O-] | -4.2% | 2.0% | 12.1% | -4.8% | -13.8% | -17.3% | -13.8% | -18.0%
O=C(O)CSCC(=O)NCc1ccccc1 | -0.6% | -3.5% | -0.1%[10 µM] | -2.4% | -7.9% | -2.8% | 1.2% | 1.6%
Cc1nc2n(n1)C(O)c1cc([N+](=O)[O-])ccc1S2 (configuration not stated) | 5.3% | -2.2% | -46.4% | 7.2% | -11.6% | -2.8% | 4.0% | 9.0%
CC(=O)c1ccc(OC(=O)c2cccs2)cc1 | 0.2% | 0.8% | -4.3% | -5.3% | ? | -11.4% | -5.1% | -6.3%
CN1CCN(C2CC(=O)N(Cc3ccc(N4CCCC4=O)cc3)C2=O)CC1 (configuration not stated) | 3.5% | -3.5% | -1.5% | -3.4% | -8.1% | -6.9% | -8.5% | -7.7%
Cc1nnsc1NC(=O)OCCCl | 13.7% | 2.4% | 26.5% | -5.6% | -8.0% | -7.1% | 5.1% | -6.1%
O=C1CCc2cc(S(=O)(=O)N3CCC(C(=O)NC4CCCc5ccccc54)CC3)ccc2N1 (configuration not stated) | nt | -0.1% | -9.1% | -4.4% | -21.9% | -2.4% | 4.8% | -12.9%
O=C(Cn1c(=O)c2cccn2c2cccnc21)NCc1cccc(F)c1 | nt | 0.8% | nt | 6.1% | -11.7% | nt | -6.3% | -8.9%
COc1ccc(OC)c(C(=O)c2coc3ccc(O)cc23)c1 | -6.6% | 2.7% | 0.2%[10 µM] | 7.0% | ? | 12.4% | -9.5% | -24.7%
O=C(CN1C(=O)COc2ccc(S(=O)(=O)N3CCCC3)cc21)N1CCN(c2ccccc2F)CC1 | nt | 0.7% | nt | 1.8% | -6.5% | nt | -5.6% | -15.2%
CS(=O)(=O)Nc1ccccc1C(=O)c1ccccc1 | nt | 2.0% | -5.0% | 1.4% | 7.5% | -3.4% | 10.4% | 2.0%
Cc1cc(C)n(C(=O)c2c([N+](=O)[O-])cnn2C)n1 | 0.2% | -5.3% | 27.5%[10 µM] | -6.2% | -13.3% | -1.4% | -0.3% | -3.6%
